Tb PGK inh – inhibitors of T. brucei phosphoglycerate kinase; P07378; PGK/GAPDH coupled, Kinase-Glo luminescence, 60 min; Potency, µM (titrated, usually from 57.5 µM), without a hit: at the highest dose activity change, negative = inhibition, hits mostly inhibitors; 380,000 compounds, 0.043% hits; further: potency means the concentration at half of the fitted maximal effect; on the % scale 0 is the no-effect control and ±100 the full control effect; nearly all actives have a fitted effect of over 60% in size
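Luminescent ATP detection (Kinase-Glo Plus) follows a 60-minute room-temperature incubation, with wells lacking PGK as controls. Buffer: 100 mM TEA (pH 7.6), 5 mM MgCl2, 0.01% Tween-20. Coupling enzyme GAPDH (100 nM final) supplies unstable 1,3-BPG in-well.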
HP1b chromo inh – HP1-beta chromodomain-methylated histone interaction inhibition | AID 540317 | P83916 | 390,000 compounds, 0.56% hits | AlphaScreen HP1-beta / biotin-H3K9me3 peptide binding | Potency, µM (series often up to 114 µM), for inactives: top-dose activity change, negative = inhibition, most hits filed as inhibitors; further: potency means the concentration at half of the fitted maximal effect; nearly all actives have a fitted effect of over 70% in size; inactives centre near 23
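Compound inhibition of the preformed complex between 50 nM HP1-beta and 50 nM biotinylated H3K9me3 peptide was read by AlphaScreen. Buffer was PBS pH 7.4 with 0.01% Tween-20. Incubations ran 30 min at room temperature, with 10 ug/mL donor/acceptor beads.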
GLS inhibitor – inhibitors of human glutaminase (GLS); O94925; GLS enzymatic activity, qHTS titration; Potency, µM (highest dose often 45.5 µM), without a hit: top-dose activity change, negative = inhibition, hits mostly inhibitors; 410,000 compounds, 0.21% hits; further: potency means the concentration at half of the fitted maximal effect; on the % scale 0 is the no-effect control and ±100 the full control effect
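Two-point fluorescence kinetic (t0, 30 min RT) for hKGA; glutamate detected via glutamate oxidase–HRP–Amplex Red. Substrate: 1 mM L-glutamine solution; buffer 45 mM KH2PO4, pH 8.2.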
USP1 inh – USP1/UAF1 (human) deubiquitinase inhibition. Potency, µM (titrated, usually from 57.1 µM), for inactives: at the highest dose activity change, negative = inhibition, hits mostly inhibitors. recombinant USP1/UAF1, Ub-Rhodamine cleavage fluorescence. 390,000 compounds, 0.23% hits; further: potency means the concentration at half of the fitted maximal effect; on the % scale 0 is the no-effect control and ±100 the full control effect; nearly all actives have a fitted effect of over 60% in size; inactives centre near -12
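High-throughput fluorogenic screen: 1nM USP1/UAF1 complex, Ub-Rho substrate 150nM final, 50mM HEPES pH 7.8 with 0.5mM EDTA, 0.1 mg/ml BSA, 1mM TCEP and 0.01% Tween-20.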
PI4K2A inh – blocks human PI4K2A kinase activity | Q9BTU6 | purified PI4K2A, ADP-Glo luminescence, 1 h; active compounds read low | activity change, negative = inhibition, % at 76.9 µM | 420,000 compounds, 0.13% hits; in the data active means activity change below about -50%; inconclusive means mostly about -30% to -49%;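 further: -100% = wells without enzyme as full effect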
Target sequence (Q9BTU6 whole entry, looked up): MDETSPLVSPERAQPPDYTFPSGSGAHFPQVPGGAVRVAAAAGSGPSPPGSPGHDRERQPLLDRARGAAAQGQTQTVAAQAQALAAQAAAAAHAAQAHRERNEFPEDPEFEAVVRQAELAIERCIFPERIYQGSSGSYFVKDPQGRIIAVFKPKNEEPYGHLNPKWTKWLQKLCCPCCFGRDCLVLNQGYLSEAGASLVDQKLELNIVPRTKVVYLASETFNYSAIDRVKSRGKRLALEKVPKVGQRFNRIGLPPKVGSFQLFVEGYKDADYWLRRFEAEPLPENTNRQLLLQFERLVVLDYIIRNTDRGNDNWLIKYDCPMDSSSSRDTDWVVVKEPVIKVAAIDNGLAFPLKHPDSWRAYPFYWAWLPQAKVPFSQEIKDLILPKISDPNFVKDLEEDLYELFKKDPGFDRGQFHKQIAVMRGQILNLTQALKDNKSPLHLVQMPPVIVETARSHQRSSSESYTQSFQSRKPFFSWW
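PI4K2A activity was measured by ADP-Glo luminescence: enzyme (4 ug/mL stock) and phosphatidylinositol (1.2 mM stock) in Tris pH 7.5/MgCl2/EGTA/Triton X-100 buffer were reacted with ATP (300 microM stock) for one hour at ambient temperature.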
rTrxR1 inhibitor – blocks rat thioredoxin reductase 1; Potency, µM (highest dose often 114 µM), for inactives: at the top dose activity change, negative = inhibition, actives largely listed as inhibitors; AID 588453; 390,000 compounds, 1% hits; recombinant rTrxR1, NADPH fluorescence consumption, selenite substrate; O89049; further: potency means the concentration at half of the fitted maximal effect; on the % scale 0 is the no-effect control and ±100 the full control effect; nearly all actives have a fitted effect of over 65% in size
Target sequence (O89049 whole entry, looked up): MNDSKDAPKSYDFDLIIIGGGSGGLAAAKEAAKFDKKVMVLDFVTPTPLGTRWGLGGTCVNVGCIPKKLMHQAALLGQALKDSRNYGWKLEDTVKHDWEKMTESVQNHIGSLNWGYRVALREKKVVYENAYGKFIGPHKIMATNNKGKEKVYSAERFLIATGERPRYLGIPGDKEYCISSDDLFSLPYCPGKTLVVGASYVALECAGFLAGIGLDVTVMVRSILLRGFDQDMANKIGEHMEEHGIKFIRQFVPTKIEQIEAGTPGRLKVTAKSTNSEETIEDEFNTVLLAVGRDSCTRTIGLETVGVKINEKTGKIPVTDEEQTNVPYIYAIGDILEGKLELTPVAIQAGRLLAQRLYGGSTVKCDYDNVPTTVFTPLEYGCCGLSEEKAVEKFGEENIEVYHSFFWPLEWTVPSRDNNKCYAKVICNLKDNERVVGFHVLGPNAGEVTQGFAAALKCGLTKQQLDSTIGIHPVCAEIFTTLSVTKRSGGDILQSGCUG
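Rat TrxR1 (90 nM in the dispensed reagent) was pre-reduced with 400 uM NADPH for 5 min at room temperature, then incubated with compound for 15 min. After 400 uM selenite was added, NADPH fluorescence (Ex 340/Em 450 nm) was followed for 8 min.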
mIDH1 inhibitor – inhibitors of human mutant IDH1 R132H | 390,000 compounds, 0.093% hits | Potency, µM (top dose mostly 76.6 µM), for the others: at the highest dose activity change, negative = inhibition, usual class: inhibitors | O75874 | IDH1-R132H enzyme, NADPH consumption, diaphorase/resazurin fluorescence | AID 602179; further: potency means the concentration at half of the fitted maximal effect; on the % scale 0 is the no-effect control and ±100 the full control effect; nearly all actives have a fitted effect of over 65% in size
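IDH1-R132H (0.5 ug/mL) preincubated 30 min with compound, then NADPH (0.016 mM) and alpha-KG (2 mM) added; 80 min at RT, pH 7.5. Remaining NADPH coupled via diaphorase/resazurin to fluorescence (540/590 nm); concentration-response curves normalized to no-enzyme control.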
Pin1 inhibitor – inhibitors of human Pin1; Q13526; Pin1 FP peptide displacement, HiFluor488, 10 min; Potency, µM (doses to about 115 µM), inactives show top-dose activity, negative = inhibition, actives largely listed as inhibitors; 390,000 compounds, 0.009% hits; AID 504891; active means well fitted inhibition curve with a large enough effect in the polarisation, with a control signal flat, not every such curve was filed as active; inconclusive means small, poorly fitted or top-dose-only effect, or effect the other way, or a change in a side signal; inactive means no such curve, though single readings can be large or run the other way; the % refers to the polarisation; further: potency means the concentration at half of the fitted maximal effect; on the % scale 0 is the no-effect control and ±100 the full control effect
TrxR1 substrate – is turned over as a substrate by rat TrxR1. AID 588456. 390,000 compounds, 0.01% hits. O89049. purified TrxR1 substrate turnover, NADPH consumption readout. Potency, µM (doses to about 114 µM), without a hit: at the top dose activity change, negative = substrate turnover; further: potency means the concentration at half of the fitted maximal effect; on the % scale 0 is the no-effect control and ±100 the full control effect; nearly all actives have a fitted effect of over 50% in size
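Rat TrxR1, dispensed at 90 nM, was prereduced with 400 uM NADPH (final) for 5 min at ~22 deg C, then incubated with compound 15 min before 400 uM selenite. A first-read NADPH fluorescence drop versus no-compound background flagged substrates.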
An asterisk follows results filed as active; [ ] = another dose, or the depositor's remark. Unless noted, the call rests on the fitted dose curve; in most records, active means well fitted curve in the direction sought with a large enough effect; inconclusive means small, poorly fitted or top-dose-only effect, or another doubt; inactive means no such curve, though single readings can be large; an effect the other way counts as inactive or inconclusive. A portion of the library. The share of hits here may be higher or lower than overall.

Screening COc1ccc(OC(C)C(=O)Nc2cccnc2)cc1 (centres undefined) returned Tb PGK inh -4%, HP1b chromo inh 19%, USP1 inh -17%, PI4K2A inh -3, rTrxR1 inhibitor -13%, mIDH1 inhibitor 2%, Pin1 inhibitor -8% and TrxR1 substrate -7%.
c1ccc(Cn2nnc3c(Nc4ccc5c(c4)OCO5)nc(C4CC4)nc32)cc1 was read as Tb PGK inh -11%, HP1b chromo inh 7%, GLS inhibitor -8%, USP1 inh -18%, PI4K2A inh 2, rTrxR1 inhibitor 31%, mIDH1 inhibitor 2%, Pin1 inhibitor -2% and TrxR1 substrate 107%[activator].
`COC(=O)c1cc(COc2ccc3c4c(c(=O)oc3c2)CCCC4)c(C)o1` gave Tb PGK inh -6%, HP1b chromo inh 26%, GLS inhibitor 11%, USP1 inh -12%, PI4K2A inh 1, rTrxR1 inhibitor 16%, mIDH1 inhibitor 0%, Pin1 inhibitor -8% and TrxR1 substrate 15%.
For N=c1sccn1CC(=O)NCCc1ccc(Cl)cc1 the results were Tb PGK inh 0%, HP1b chromo inh 36%, GLS inhibitor 1%, USP1 inh -16%, PI4K2A inh 0, rTrxR1 inhibitor 30%, mIDH1 inhibitor 3%, Pin1 inhibitor -1% and TrxR1 substrate 10%.
CN(CC(=O)NC1CC(C)(C)NC(C)(C)C1)S(=O)(=O)c1ccc(Br)cc1 was read as Tb PGK inh -8%, HP1b chromo inh 3%, GLS inhibitor 3%, USP1 inh -20%, PI4K2A inh -3, rTrxR1 inhibitor 7%, mIDH1 inhibitor -1%, Pin1 inhibitor -7% and TrxR1 substrate 7%.
O=C(Cc1ccc(Cl)cc1)Nc1ccc2oc(-c3ccccc3F)nc2c1 was read as Tb PGK inh inactive, HP1b chromo inh 20%, GLS inhibitor 0%, USP1 inh -4%, PI4K2A inh 2, rTrxR1 inhibitor 36%[activator], mIDH1 inhibitor 2%, Pin1 inhibitor 21% and TrxR1 substrate 44%[activator].
Screening COc1ccc(NC(=O)CSc2nnc(CNc3ccc(F)cc3)o2)c(OC)c1 returned Tb PGK inh 3%, HP1b chromo inh 19%, GLS inhibitor 26%, USP1 inh -11%, PI4K2A inh -2, rTrxR1 inhibitor 4%, mIDH1 inhibitor 5%, Pin1 inhibitor 5% and TrxR1 substrate -3%.
Screening Cc1cc([N+](=O)[O-])nn1CC(=O)NCc1ccc(Cl)cc1 returned Tb PGK inh -5%, HP1b chromo inh 27%, GLS inhibitor -9%, USP1 inh -18%, PI4K2A inh 5, rTrxR1 inhibitor 9%, mIDH1 inhibitor 6%, Pin1 inhibitor inconclusive and TrxR1 substrate 4%.
For CC(C)CCn1c(=O)c2sccc2n2c(CCCC(=O)NC3CCC(C)CC3)nnc12 (centres undefined) the results were Tb PGK inh -3%, HP1b chromo inh -2%, GLS inhibitor -11%, USP1 inh 23%, PI4K2A inh -1, rTrxR1 inhibitor 30%, mIDH1 inhibitor -9%, Pin1 inhibitor -3% and TrxR1 substrate 4%.
`Cc1cc(C=O)c(C)n1-c1ccc(N2CCOCC2)c([N+](=O)[O-])c1` gave Tb PGK inh -8%, HP1b chromo inh 0%, GLS inhibitor 2%, USP1 inh -3%, PI4K2A inh -5, rTrxR1 inhibitor 8%, mIDH1 inhibitor -2%, Pin1 inhibitor 2% and TrxR1 substrate -3%.
`COC(=O)c1cc2c(-c3ccccc3)cc3ccccn3c-2c1C(=O)OC` gave Tb PGK inh -10%, HP1b chromo inh inconclusive, GLS inhibitor 2%, USP1 inh inconclusive, PI4K2A inh 8, rTrxR1 inhibitor -17%, mIDH1 inhibitor -1%, Pin1 inhibitor inconclusive and TrxR1 substrate -15%.
For O=C1OCCC1Sc1nc2ccccc2n1-c1ccccc1 (centres undefined) the results were Tb PGK inh 2%, HP1b chromo inh 27%, GLS inhibitor 1%, USP1 inh -11%, PI4K2A inh -15, rTrxR1 inhibitor 4%[57.1 µM], mIDH1 inhibitor 0%, Pin1 inhibitor 9% and TrxR1 substrate 4%[57.1 µM].
For Cc1ccc(C)c(NS(=O)(=O)c2cc3c(cc2Cl)NC(=O)CO3)c1 the results were Tb PGK inh 4%, HP1b chromo inh -16%, GLS inhibitor 5%, USP1 inh -3%, PI4K2A inh 0, rTrxR1 inhibitor -12%, mIDH1 inhibitor -11%, Pin1 inhibitor 0% and TrxR1 substrate -18%.
Screening CCCOc1ccc(CC(=O)N/N=C\c2ccc(F)cc2)cc1 returned Tb PGK inh 0%, HP1b chromo inh 8%, GLS inhibitor 1%, USP1 inh -8%, PI4K2A inh -1, rTrxR1 inhibitor -4%[57.1 µM], mIDH1 inhibitor 5%, Pin1 inhibitor 0% and TrxR1 substrate -2%.
`CC(=O)C1=C(C)NC(=S)NC1c1cc([N+](=O)[O-])ccc1O` (centres undefined) gave Tb PGK inh -6%, HP1b chromo inh 21%, GLS inhibitor 12%, USP1 inh 2%, PI4K2A inh -4, rTrxR1 inhibitor inconclusive, mIDH1 inhibitor -8%, Pin1 inhibitor -8% and TrxR1 substrate -31%.
Screening O=C(Nc1ccc(Oc2ccccc2)nc1)C1CCCCN1Cc1cccc(OCCO)c1 (centres undefined) returned Tb PGK inh 0%, HP1b chromo inh 46%[activator], GLS inhibitor 17%, USP1 inh -16%, PI4K2A inh -3, rTrxR1 inhibitor -10%, mIDH1 inhibitor -4%, Pin1 inhibitor inconclusive and TrxR1 substrate -1%.
`CC1CCN(c2ccc(C(=O)NCc3ccc4c(c3)OCO4)cc2[N+](=O)[O-])CC1` gave Tb PGK inh 6%, HP1b chromo inh -13%, GLS inhibitor 3%, USP1 inh -22%, PI4K2A inh -1, rTrxR1 inhibitor 12%, mIDH1 inhibitor 1%, Pin1 inhibitor 4% and TrxR1 substrate 5%.
`Cc1[nH]c2ccc(C(=O)OCCN(C)C)cc2c1C` gave Tb PGK inh inactive, HP1b chromo inh -11%, GLS inhibitor 0%, USP1 inh 0%, PI4K2A inh -1, rTrxR1 inhibitor 5%[57.1 µM], mIDH1 inhibitor 3%, Pin1 inhibitor 0% and TrxR1 substrate -12%.
For O=C(N/N=C/c1ccc(Cl)cc1Cl)c1ccncc1 the results were Tb PGK inh -5%, HP1b chromo inh 25%, GLS inhibitor 0%, USP1 inh -21%, PI4K2A inh 3, rTrxR1 inhibitor 18%, mIDH1 inhibitor 3%, Pin1 inhibitor -2% and TrxR1 substrate -1%.
COc1ccccc1CNC(=O)c1ccc2c(=O)n3c(nc2c1)CCCCC3 was read as Tb PGK inh 5%, HP1b chromo inh 61%[activator], GLS inhibitor -1%, USP1 inh inconclusive, PI4K2A inh 1, rTrxR1 inhibitor 7%, mIDH1 inhibitor -3%, Pin1 inhibitor 2% and TrxR1 substrate 1%.
For CCCCC(=O)Nc1cnc(NC(=O)c2cccs2)cc1C the results were Tb PGK inh 1%, HP1b chromo inh 32%[activator], GLS inhibitor -6%, USP1 inh -14%, PI4K2A inh -10, rTrxR1 inhibitor 16%, mIDH1 inhibitor -4%, Pin1 inhibitor 2% and TrxR1 substrate 1%.
O=C(OCC(=O)c1ccc(Cl)s1)c1ccc2ccccc2n1 was read as Tb PGK inh inactive, HP1b chromo inh 13%, GLS inhibitor 6%, USP1 inh 0%, PI4K2A inh -8, rTrxR1 inhibitor -28%, mIDH1 inhibitor 0%, Pin1 inhibitor 12% and TrxR1 substrate 0%.
`CCN(CC)S(=O)(=O)c1ccc2c(c1)N(CC(=O)NCc1ccccc1)C(=O)CS2` gave Tb PGK inh -4%, HP1b chromo inh 37%, GLS inhibitor -8%, USP1 inh -4%, PI4K2A inh -3, rTrxR1 inhibitor 12%, mIDH1 inhibitor -10%, Pin1 inhibitor 0% and TrxR1 substrate 4%.
CCOc1ccc(S(=O)(=O)Nc2ccc(S(=O)(=O)Nc3cc(OC)ccc3OC)cc2)cc1 was read as Tb PGK inh -3%, HP1b chromo inh 2%, GLS inhibitor 7%, USP1 inh -8%, PI4K2A inh -2, rTrxR1 inhibitor 10%, mIDH1 inhibitor -17%, Pin1 inhibitor 4% and TrxR1 substrate -2%.
CC1=NN(C(=O)c2ccc(Cn3nc(C)cc3C)o2)C(O)(C(F)(F)F)C1 (centres undefined) was read as Tb PGK inh 1%, HP1b chromo inh 32%, GLS inhibitor -1%, USP1 inh 2%, PI4K2A inh 4, rTrxR1 inhibitor 6%, mIDH1 inhibitor -1%, Pin1 inhibitor 0% and TrxR1 substrate 8%[57.1 µM].
`CCCC(c1nnnn1Cc1ccco1)N1CCN(c2ccccc2)CC1` (centres undefined) gave Tb PGK inh 6%, HP1b chromo inh 16%, GLS inhibitor 33%[activator], USP1 inh inconclusive, PI4K2A inh 3, rTrxR1 inhibitor -3%[57.1 µM], mIDH1 inhibitor -4%, Pin1 inhibitor 1% and TrxR1 substrate 3%[57.1 µM].
CCC1CCCCN1C(=O)CSc1nc2c([nH]c3ccccc32)c(=O)n1C (centres undefined) was read as HP1b chromo inh 14%, GLS inhibitor 11%, USP1 inh -20%, PI4K2A inh -1, rTrxR1 inhibitor 16%, mIDH1 inhibitor -5%, Pin1 inhibitor 16% and TrxR1 substrate 13%.

High-throughput results from PubChem BioAssay.
